# Compound activity from PubChem.
# POLK inh: qHTS for Inhibitors of Polymerase Kappa; purified Pol kappa, fluorescent DNA synthesis assay, 10 min; AID 588579, 2011; DNA polymerase kappa (Homo sapiens), Q9UBT6; Potency, µM (titrated, usually from 107 µM), without a hit: top-dose activity, negative = inhibition, hits mostly inhibitors; hit rate 0.53% among 400,000; note: % is set by controls: 0 for no effect and ±100 for the full control effect
#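 50 nM final substrate added after 15 min RT preincubation of 10 nM Pol kappa with compound; fluorescence read at 0 and 10 min.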
# Pol beta inh: qHTS Assay for Inhibitors of DNA Polymerase Beta; hit rate 1.3% among 340,000; Potency, µM (series often up to 114 µM), without a hit: top-dose activity change, negative = inhibition, actives largely listed as inhibitors; Pol beta primer extension/strand displacement, fluorescence kinetic; P06746; note: % is set by controls: 0 for no effect and ±100 for the full control effect
#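 Human Pol beta at 10 nM; strand-displacement substrate 50 nM final. Compound exposure 15 min at room temperature before start, reaction 10 min at room temperature.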
# BAZ2B block: qHTS Assay for Inhibitors of BAZ2B; AID 504333, 2011; AlphaScreen BAZ2B-H3K14Ac peptide displacement; Potency, µM (top dose mostly 114 µM), inactives show at the highest dose activity change, negative = inhibition, usual class: inhibitors; hit rate 4.4% among 360,000; Bromodomain adjacent to zinc finger domain protein 2B (Homo sapiens), Q9UIF8; note: % is set by controls: 0 for no effect and ±100 for the full control effect; nearly all actives have a fitted effect of over 60% in size
#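 In this displacement format the biotinylated H3(5-23) peptide acetylated at Lys14 serves as ligand at 50 nM, with BAZ2B at 50 nM in PBS pH 7.4 containing 0.01% Tween-20. Donor and acceptor beads are 10 ug/mL final.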
# Pol iota inh: qHTS for Inhibitors of Polymerase Iota; DNA polymerase iota (Homo sapiens), Q9UNA4; Pol iota fluorescent replication assay, 10 min; Potency, µM (titrated, usually from 115 µM), for inactives: at the highest dose activity, negative = inhibition, hits mostly inhibitors; hit rate 1% among 390,000; AID 588590, 2011
#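 Pol iota at 10 nM preincubated 15 min with compounds at room temperature; reaction started with fluorescent substrate, 50 nM final. Fluorescence read kinetically at 0 and 10 min; buffer-only wells as negative control.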
# APE1 inh: qHTS Assay for Inhibitors of the Human Apurinic/apyrimidinic Endonuclease 1 (APE1) | DNA repair nuclease/redox regulator APEX1 (Homo sapiens), P27695 | recombinant APE1, TAMRA/BHQ-2 abasic DNA cleavage fluorescence | Potency, µM (series often up to 65.8 µM), for inactives: at the top dose activity change, negative = inhibition, usual class: inhibitors | hit rate 0.35% among 350,000 | AID 2517, 2012;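 note: plate controls were vehicle for no effect and reference inhibitor for full effect; nearly all actives have a fitted effect of over 55% in size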
#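 Measures dequenching upon AP-site incision of a 5'-TAMRA/3'-BHQ-2 THF-containing duplex, 50 nM; human APE1 0.75 nM after 15 min room-temperature exposure to compound; kinetic three-point read at one-minute spacing.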
# BLM inh: qHTS Assay for Inhibitors of Bloom's syndrome helicase (BLM) | RecQ-like DNA helicase BLM (Homo sapiens), P54132 | recombinant BLM DNA unwinding, fluorescence dequenching | Potency, µM (titrated, usually from 56.1 µM), without a hit: at the top dose activity change, negative = inhibition, actives largely listed as inhibitors | hit rate 0.2% among 350,000 | AID 2528, 2010;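 note: plate controls were vehicle for no effect and no enzyme for full effect; nearly all actives have a fitted effect of over 35% in size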
# Pol eta inh: qHTS for Inhibitors of Polymerase Eta; DNA polymerase eta (Homo sapiens), Q9Y253; recombinant Pol eta, fluorescent DNA replication assay; Potency, µM (titrated, usually from 114 µM), for the others: top-dose activity change, negative = inhibition, hits mostly inhibitors; hit rate 1.2% among 390,000; AID 588591, 2011; note: % is set by controls: 0 for no effect and ±100 for the full control effect
# Target sequence (Q9Y253 whole entry, looked up): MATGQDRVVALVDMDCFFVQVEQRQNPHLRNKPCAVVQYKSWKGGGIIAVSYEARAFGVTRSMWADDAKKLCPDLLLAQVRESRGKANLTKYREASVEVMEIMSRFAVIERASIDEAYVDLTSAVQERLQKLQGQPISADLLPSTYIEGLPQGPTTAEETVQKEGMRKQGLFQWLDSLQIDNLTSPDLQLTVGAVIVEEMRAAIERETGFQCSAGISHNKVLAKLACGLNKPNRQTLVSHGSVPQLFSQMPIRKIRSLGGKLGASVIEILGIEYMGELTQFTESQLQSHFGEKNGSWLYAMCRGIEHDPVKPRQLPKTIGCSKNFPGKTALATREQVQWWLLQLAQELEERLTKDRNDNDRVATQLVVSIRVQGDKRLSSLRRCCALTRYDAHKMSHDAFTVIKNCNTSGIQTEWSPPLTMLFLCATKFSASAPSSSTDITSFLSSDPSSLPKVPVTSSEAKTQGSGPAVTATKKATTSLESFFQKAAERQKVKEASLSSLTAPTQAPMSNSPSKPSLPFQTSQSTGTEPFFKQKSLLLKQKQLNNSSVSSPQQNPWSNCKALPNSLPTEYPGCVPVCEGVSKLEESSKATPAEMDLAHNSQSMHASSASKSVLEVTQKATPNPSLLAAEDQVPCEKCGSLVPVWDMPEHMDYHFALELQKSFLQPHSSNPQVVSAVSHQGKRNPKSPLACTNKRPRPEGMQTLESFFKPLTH
#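 Fluorescent replication assay: 50 nM final substrate added after a 15 min room-temperature compound preincubation with 10 nM enzyme. Signal taken at 0 min and again at 10 min.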
# G9a inh: qHTS Assay for Inhibitors of Histone Lysine Methyltransferase G9a | Potency, µM (titrated, usually from 102 µM), inactives show top-dose activity, negative = inhibition, usual class: inhibitors | AID 504332, 2011 | G9a H3K9 monomethylation, AlphaScreen, 2 h | hit rate 8.8% among 350,000; note: % is set by controls: 0 for no effect and ±100 for the full control effect; nearly all actives have a fitted effect of over 75% in size
# Target sequence (Q96KQ7 913-1193 limits assumed): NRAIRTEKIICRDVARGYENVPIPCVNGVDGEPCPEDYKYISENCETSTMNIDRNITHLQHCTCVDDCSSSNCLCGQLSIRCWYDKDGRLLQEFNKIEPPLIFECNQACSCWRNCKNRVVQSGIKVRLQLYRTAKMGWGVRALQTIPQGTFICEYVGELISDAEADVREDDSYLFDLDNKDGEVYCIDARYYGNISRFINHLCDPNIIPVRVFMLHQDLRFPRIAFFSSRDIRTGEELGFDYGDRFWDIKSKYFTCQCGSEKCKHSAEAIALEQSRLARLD
#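 Signal arises when biotinylated H3K9 peptide, once monomethylated, bridges streptavidin donor and antibody-captured acceptor beads. Enzyme at 20 nM was preincubated 15 min with test compounds; peptide 500 nM and SAM 20 uM then reacted for 2 h.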
# JMJD2A Tudor: qHTS Assay for Inhibitors of JMJD2A-Tudor Domain; AlphaScreen JMJD2A-Tudor / H3K4me3 peptide binding; Potency, µM (top dose mostly 114 µM), for inactives: at the highest dose activity change, negative = inhibition, hits mostly inhibitors; hit rate 4.4% among 390,000; AID 504339, 2011; note: % is set by controls: 0 for no effect and ±100 for the full control effect; nearly all actives have a fitted effect of over 50% in size
# Numbers without * were called inactive; ? = inconclusive; . = no result given; [ ] = dose if it differs, or a comment. Calls come from the whole dose curve; as a rule, active = well fitted curve in the direction sought with a large enough effect; inconclusive = small, poorly fitted or top-dose-only effect, or another doubt; inactive = no such curve, though single readings can be large; an effect the other way counts as inactive or inconclusive. Potency is the fitted concentration of half-maximal effect.
# Preview, six compounds:
SMILES,POLK inh,Pol beta inh,BAZ2B block,Pol iota inh,APE1 inh,BLM inh,Pol eta inh,G9a inh,JMJD2A Tudor
O/N=C/c1ccc2cccc(O)c2n1,-11.8%,-0.4%,5.3%,78.2%[activator],-2.7%,-2.5%,0.0%,.,-19.8%
O=C(NCN1CCCCC1)c1cnccn1,1.6%,-13.9%,-2.6%,-3.9%,-5.1%,-0.3%,-13.1%,?,-8.7%
COc1cc(NC(=S)N(C)CCC#N)c(OC)cc1Cl,-5.1%,0.6%,-35.0%,70.3%[activator],1.2%,-7.5%,-17.7%,28.8%[59 µM],9.6%
COc1cccc(C(=O)OCC(=O)c2c(N)n(C)c(=O)n(C)c2=O)c1,-7.4%,.,?,25.5%,14.8%,.,-8.2%,21.5%[2.33 µM],-6.9%
COc1ccccc1N1CCN(C(CNS(C)(=O)=O)c2cccnc2)CC1 (stereo not given),-5.1%,1.6%,.,10.3%,-2.5%,-3.3%,-0.1%,-48.5%,-7.8%
Cc1cc(C)c2nc(N3C(=O)C(O)=C(C(=O)c4ccco4)C3c3ccco3)sc2c1 (stereo not given),-21.0%,39.8µM*,44.7µM*,35.5µM*,16.7%[12.4 µM],-16.2%,?,?,50.1µM*

# The list itself, repeating the preview:
SMILES,POLK inh,Pol beta inh,BAZ2B block,Pol iota inh,APE1 inh,BLM inh,Pol eta inh,G9a inh,JMJD2A Tudor
O/N=C/c1ccc2cccc(O)c2n1,-11.8%,-0.4%,5.3%,78.2%[activator],-2.7%,-2.5%,0.0%,.,-19.8%
O=C(NCN1CCCCC1)c1cnccn1,1.6%,-13.9%,-2.6%,-3.9%,-5.1%,-0.3%,-13.1%,?,-8.7%
COc1cc(NC(=S)N(C)CCC#N)c(OC)cc1Cl,-5.1%,0.6%,-35.0%,70.3%[activator],1.2%,-7.5%,-17.7%,28.8%[59 µM],9.6%
COc1cccc(C(=O)OCC(=O)c2c(N)n(C)c(=O)n(C)c2=O)c1,-7.4%,.,?,25.5%,14.8%,.,-8.2%,21.5%[2.33 µM],-6.9%
COc1ccccc1N1CCN(C(CNS(C)(=O)=O)c2cccnc2)CC1 (stereo not given),-5.1%,1.6%,.,10.3%,-2.5%,-3.3%,-0.1%,-48.5%,-7.8%
Cc1cc(C)c2nc(N3C(=O)C(O)=C(C(=O)c4ccco4)C3c3ccco3)sc2c1 (stereo not given),-21.0%,39.8µM*,44.7µM*,35.5µM*,16.7%[12.4 µM],-16.2%,?,?,50.1µM*
CC(C)OC(=O)CSc1nnc(-c2cnccn2)n1C,-24.6%,4.4%,31.7%[activator],7.2%,-1.5%,-2.0%,-13.9%,-21.4%[59 µM],-6.0%
COc1ccc(CCN(C)C(=O)c2ccc(COc3ccccc3)o2)cc1OC,9.3%,18.5%,-14.1%,-17.9%,5.5%,4.5%,-10.5%,.,-6.4%
Cc1cc(C(=O)COC(=O)c2ccncc2)c(C)n1CCc1ccc(F)cc1,-14.7%,-0.5%,?,92.8%[activator],-5.3%,-3.4%,-5.7%,?,?
COc1cccc(CNC(=O)c2c(C)oc3ncnc(N4CCOCC4)c23)c1,4.7%,5.7%,5.6%[57.1 µM],24.8%,.,2.7%,-1.8%,-4.1%[59 µM],?
O=C(CSc1ncccn1)NC(=O)NCc1ccccc1,-6.5%,24.6%,1.8%,11.0%,-5.8%,-1.5%,-6.5%,3.1%,-14.5%[57.1 µM]
CN1CCN(C(=S)c2ccc(N(C)C)cc2)CC1,-18.3%,-2.9%,0.9%,-1.7%,3.7%,1.5%,-6.4%,?,-18.2%
CN(C)C1=NCCN1CCCC1CCCCC1,8.4%,.,-3.4%,?,22.7%,.,-8.3%,22.4%[2.33 µM],-5.0%
COc1ccc(S(=O)(=O)NCCc2ccccc2)cc1,-16.2%,?,-2.2%,7.7%,0.4%,0.5%,3.0%,-4.8%[12.7 µM],-5.7%
Cc1ccc(C=C2C(=O)c3ccccc3C2=O)s1,-15.7%,-0.7%,15.8µM*,25.1µM*,-10.9%,0.5%,?,?,?
COc1ccc(C(=O)NCC(=O)N2CCC(Cc3ccccc3)CC2)cc1OC,-16.6%,.,8.0%,25.8%,0.5%,.,-12.8%,1.1%,-17.1%
O=S(=O)(c1ccccc1)C1Cc2ccccc2C1Cl (stereo not given),-8.2%,.,.,34.9%[activator],.,.,-3.2%,.,-9.1%
Nc1nc(N)c2ncc(C(=O)CCc3ccccc3)nc2n1,-23.8%,-1.0%,?,104.5%[activator],-10.1%,-9.0%,-4.6%,39.8µM*,14.1µM*
Cc1ccc2c(c1)C1CC(C)(O2)N(c2cccc(C(=O)NCc3ccccn3)c2)C(=O)N1 (stereo not given),10.2%,16.0%,-10.4%,16.8%,-0.3%,2.6%,-17.0%,25.0%,4.5%
Oc1ccc(-c2cn3c(n2)SCC3)cc1,4.4%,2.4%,-10.8%,-3.1%,-3.2%,0.6%,3.5%,8.91µM*,-28.1%
COc1ccc(NC(=O)CSc2ccc(-c3cccs3)nn2)cc1,-3.7%,-0.2%,-16.5%,89.1µM*,.,-7.4%,-11.8%,10µM*,-20.1%
COc1ccccc1N1CCN(C(=O)c2c(-c3ccccc3)noc2C)CC1,-10.4%,24.8%,-6.2%,4.7%,10.9%,-3.6%,-14.7%,-24.8%,-13.1%
COc1cccc(CN(C)C(=O)CCc2nnc(-c3ccsc3)o2)c1,4.2%,6.8%,1.3%,10.7%,5.7%,-7.3%,0.3%,.,-12.4%
OCCCN=c1cc(-c2ccccc2)oc2ccc(Cl)cc12,-8.4%,44.7µM*,-5.6%,?,5.1%,68.3%[activator],-11.8%,?,-11.2%
COc1ccc(Br)cc1CNC(=O)c1cc(=O)[nH]c2ccc(S(=O)(=O)N3CCCCC3)cc12,-7.5%[60.1 µM],5.6%,6.3%,9.0%,.,-2.0%,1.0%,12.0%[59 µM],-8.3%
CCOC(=O)N1CCN(C(=O)c2ccc(Cn3c(=S)[nH]c4cc(OCC)c(OCC)cc4c3=O)cc2)CC1,2.6%,-2.5%,13.0%,209.0%[activator],-6.5%,-15.8%,-13.0%,-3.6%,-9.0%
Cc1ccc(C(=O)NC2CC3CCCC(C2)N3C(=S)NCc2ccco2)cc1 (stereo not given),-6.1%,10.9%,-27.0%,2.9%,-1.1%,-7.8%,-11.5%,?,-24.1%
CC(C)c1ccc(NC(=O)COc2ccc(S(=O)(=O)N3CCOCC3)cc2)cc1,-6.2%,-2.6%,6.4%,-4.9%,-2.0%,-6.0%,3.4%,1.2%[59 µM],-14.2%
CCCn1c(=O)[nH]c(=O)c2c1nc(-c1ccc(OC)c(Br)c1)n2CCOC,6.3%,4.1%,-13.8%,124.6%[activator],3.7%,-6.4%,-21.8%,5.9%,-6.7%
CC(C)(C)c1cc(=O)n2c(C#N)c(C#N)nc2[nH]1,-4.4%,4.0%,-4.8%,9.2%,?,3.0%,-0.3%,21.1%,-15.7%
COc1ccc(NC(=O)Cc2c(C(=O)O)[nH]c3ccccc23)cc1OC,0.6%,18.8%,-2.3%,-9.2%,.,0.7%,-9.0%,11.7%[59 µM],2.7%
O=C1CC(Nc2ccc3ccccc3c2)C(=O)N1Cc1ccccc1 (stereo not given),-19.1%,2.7%,-34.9%,-0.4%,-3.3%,-16.0%,-6.3%,?,-24.4%[57.1 µM]
CCC(Oc1ccccc1)C(=O)Nc1nnc(C)s1 (stereo not given),1.1%,5.7%,-0.9%,-11.0%,-5.0%,1.3%,-11.3%,-4.8%[59 µM],6.3%[57.1 µM]
CCOC(=O)C(NC(C)=O)C(OC(C)=O)c1cccc(N(CCO)CCO)c1 (stereo not given),-18.2%,19.1%,9.7%,16.8%,17.8%,-5.7%,1.6%,-4.3%[0.0925 µM],-14.7%
COc1ccc(N(CC(=O)NCCC2=CCCCC2)S(=O)(=O)c2ccccc2)cc1OC,-23.4%,-1.4%,-4.0%,-10.1%,-2.7%,-0.8%,-10.9%,6.9%,?
Cc1onc(-c2ccccc2)c1C(=O)Nc1nncs1,-11.4%,39.7%,3.0%,50.0%[activator],4.7%,1.3%,9.3%,-11.0%,?
Oc1c(C(c2ccco2)N2CCOCC2)sc2ncnn12 (stereo not given),-11.7%,1.6%,4.8%,-2.0%,?,-3.0%,-2.7%,39.8µM*,-15.3%
Cn1cccc1/C=N/NC(N)=S,-8.3%,20.7%,?,8.6%,-0.7%,0.5%,-17.6%,?,-16.6%
Cc1nc(Oc2ccc(Cl)cc2)c2oc3ccccc3c2n1,7.8%,31.7%,1.5%[57.1 µM],30.0%[activator],0.8%,-4.4%,-18.6%,11.8%[59 µM],4.6%
COc1ccc(CCNS(=O)(=O)c2ccc(F)c(C(=O)Nc3ccc(Cl)cc3)c2)cc1OC,-11.1%[60.1 µM],-4.6%,-15.0%,-16.0%,.,-8.5%,-8.3%,-4.7%[59 µM],-24.2%
O=[N+]([O-])c1ccc(N=NNc2ccccc2)cc1,0.1%[60.1 µM],0.9%,28.2µM*,24.9%,11.1%,-10.8%,-5.8%,22.4µM*,25.1µM*
CCn1ccnc1CN(C)Cc1cn(-c2cccc(C)c2)nc1-c1cccc(F)c1,-9.4%,14.3%,35.5µM*,?,?,-9.1%,-13.3%,11.2µM*,50.1µM*
COc1ccc(NC(=O)COC(=O)c2ccc(F)cc2F)cc1,-11.8%,21.0%,-12.1%,83.9%[activator],-0.5%,-4.3%,-13.2%,-5.4%,4.5%
Cc1ccc(N(CC(=O)NCCSCc2ccco2)S(=O)(=O)c2ccc(F)cc2)cc1,-10.9%,-19.1%,-28.7%,-2.2%,-7.7%,-17.8%,-23.9%,0.5%,-34.7%

# The list is partial; count on the stated rates, not on these rows.
